# Spn MK inh – S. pneumoniae mevalonate kinase inhibition; purified MK, PK/LDH-coupled NADH absorbance 340 nm; inhibition, % at 10 µM; actives 0.48% (n = 65,000); AID 555;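 active = ranked among the strongest by inhibition in the single 10 µM screen, a fixed top-ranked set picked for dose follow-up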; note: no value below 0 was filed
# HPDE-C7 viability – HPDE-C7 pancreatic duct cell viability loss – fluorescence, HTS (AID 430). HPDE-C7 pancreatic duct cells viability, fluorescence; higher % means a stronger effect. one-dose cytotoxicity, % at 10 µM; EC50 in µM for titrated hits. actives 1.8% (n = 63,000);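 note: cells exposed to compound for 48 hours before viability readout; 0% = vehicle and 100% = reference cytotoxic drug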
# Bfl-1 inhibitors – Bfl-1 inhibitors, primary screen, biochemical, fluorescence polarization, FITC-Bid, mouse (AID 432) | displacement, % at 20 µM; hits with a dose series show IC50 in µM | actives 0.02% (n = 64,000) | FITC-Bid BH3 peptide fluorescence polarization displacement; higher % means a stronger effect; in the data active = a potency from the dose series; inactive = the rest, 99 in 100 with displacement below about 15%; note: strong numbers were not always called active
# PMK inhibit – S. pneumoniae PMK inhibition; purified PMK, PK/LDH-coupled NADH absorbance 340 nm; actives 0.49% (n = 65,000); inhibition, % at 10 µM; AID 539;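 active = top-ranked compounds by inhibition in the single 10 µM screen, taking a fixed number of the strongest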;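 note: 0% = full reaction with DMSO carrier and 100% = background rate without enzyme reaction; no value below 0 was filed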
# HPDE-C7K KRASV12 – cytotoxicity in KRAS-transformed pancreatic duct cells, primary screen, cell-based, fluorescence, HTS (AID 431); HPDE-C7K KRASV12 cells, Alamar Blue viability, 48 h; higher % means a stronger effect; one-dose cytotoxicity, % at 10 µM; EC50 in µM for titrated hits; actives 1.7% (n = 63,000);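 active = compounds whose percent cytotoxicity in the single-dose primary screen, scaled between solvent and toxic-drug controls, exceeds 50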;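 note: 0% = DMSO solvent wells and 100% = doxorubicin-treated wells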
# HT1080 viability – HT1080 cell viability loss – fluorescence readout (AID 620); HT1080 viability, fluorescence; higher % means a stronger effect; cytotoxicity, % at 10 µM, or EC50 in µM where a hit was titrated; actives 0.42% (n = 87,000);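 note: cells exposed to compound overnight then 4 h with Alamar Blue; 0% = vehicle DMSO and 100% = killing control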
# LYP phosphatase – LYP phosphatase inhibitors, primary screen, biochemical, DiFMUP fluorescence, recombinant catalytic domain, 10 µM (AID 606) | recombinant LYP catalytic domain, DiFMUP fluorescence; higher % means a stronger effect | inhibition, % at 10 µM, or IC50 in µM where a hit was titrated | 52,000 tested, under 10 active;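 active = IC50 under 40 µM in the dose-response test; inactive = IC50 of 40 µM or more, or never dose-tested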
# Spn DPM-DC inh – blocks S. pneumoniae diphosphomevalonate decarboxylase; AID 556; actives 0.49% (n = 65,000); purified DPM-DC, PK/LDH coupled NADH fluorescence; calls only at 10 µM;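 active = the 320 compounds with the highest percent inhibition in the single-dose primary screen, excluding strongly autofluorescent ones, cut at about 32% in these data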;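 note: kinetic rate of NADH fluorescence loss reporting ADP formed by the decarboxylase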
# TNAP inhibition – human TNAP enzyme inhibitors, biochemical, luminescent (AID 518); actives 0.09% (n = 64,000); purified TNAP enzyme, luminescent substrate readout; higher % means a stronger effect; inhibition, % at 20 µM; hits with a dose series show IC50 in µM; in the data active = a potency from the dose series; inactive = the rest, 99 in 100 with inhibition below about 22%;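 note: plate controls were vehicle for no effect and reference inhibitor for full effect; many of its hits are not listed in these tables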
# PMK inhibit pilot replicates – recorded beside PMK inhibit, whose call it bears; inhibition, %; measured here: pilot screen replicates
# Spn MK inh pilot replicates – second read-out of Spn MK inh, no call of its own (marks repeat the call); inhibition, %; measured here: pilot screen replicates
# Spn DPM-DC inh pilot screen % – recorded beside Spn DPM-DC inh, whose call it bears; inhibition, %; measured here: pilot screen trials
# An asterisk follows results filed as active; i = inactive; · = no result given; + = active, no number. Cut-off read from the data, not from the text of the source, unless noted: active = cytotoxicity above about 50%; inactive = the rest.
SMILES,Spn MK inh,HPDE-C7 viability,Bfl-1 inhibitors,PMK inhibit,HPDE-C7K KRASV12,HT1080 viability,LYP phosphatase,Spn DPM-DC inh,TNAP inhibition,others
COC(=O)C1CCN(S(=O)(=O)c2c(C)n(C)c(=O)n(C)c2=O)CC1,3,10%,-7%,7,3%,-1%,12%,i,10%,
COc1ccc(-c2nc(SCC(=O)N3CCOCC3)n[nH]2)cc1,6,-2%,-10%,7,8%,17%,18%,i,27%,
Cc1nnc(NC(=O)C2CCCN(S(=O)(=O)c3ccccc3C(F)(F)F)C2)s1 (stereo not drawn),5,-8%,-4%,6,-2%,1%,10%,i,5%,
COCCNC(=O)C(c1ccccc1)N(Cc1cccs1)C(=O)Cn1nnc2ccccc21 (stereo not drawn),9,·,4%,7,·,1%,4%,i,2%,
Cc1onc(-c2c(F)cccc2Cl)c1C(=O)OCn1nnc2ccccc2c1=O,6,·,·,0,·,0%,14%,i,·,
CSCC[C@H](NC(=O)Nc1ccc(C)cc1C)C(=O)O,8,3%,4%,5,-5%,-5%,-3%,i,8%,
CN(CC(=O)N1CCCCCC1)S(=O)(=O)c1ccc(Br)s1,6,-12%,-4%,9,-1%,·,6%,i,4%,
O=C(NCCc1ccc(Cl)cc1)C1CCN(S(=O)(=O)N2CCCCC2)CC1,0,-7%,0%,20,-3%,1%,3%,i,-2%,
CCOc1ccc(CNC(=O)C2CCN(S(=O)(=O)N3CCCC3)CC2)cc1OC,0,-10%,-2%,26*,-4%,·,·,i,4%,
Cc1ccc(C)n1-c1ccc(N2CCOCC2)nc1,8,-3%,-2%,1,5%,-1%,-2%,·,9%,

# Ordered by molar mass (rising): some entries from above.
SMILES,Spn MK inh,HPDE-C7 viability,Bfl-1 inhibitors,PMK inhibit,HPDE-C7K KRASV12,HT1080 viability,LYP phosphatase,Spn DPM-DC inh,TNAP inhibition,others
COC(=O)C1CCN(S(=O)(=O)c2c(C)n(C)c(=O)n(C)c2=O)CC1,3,10%,-7%,7,3%,-1%,12%,i,10%,
CCOc1ccc(CNC(=O)C2CCN(S(=O)(=O)N3CCCC3)CC2)cc1OC,0,-10%,-2%,26*,-4%,·,·,i,4%,
COCCNC(=O)C(c1ccccc1)N(Cc1cccs1)C(=O)Cn1nnc2ccccc21 (stereo not drawn),9,·,4%,7,·,1%,4%,i,2%,

# Three entries drawn at random from the list so far, as already listed:
SMILES,Spn MK inh,HPDE-C7 viability,Bfl-1 inhibitors,PMK inhibit,HPDE-C7K KRASV12,HT1080 viability,LYP phosphatase,Spn DPM-DC inh,TNAP inhibition,others
COC(=O)C1CCN(S(=O)(=O)c2c(C)n(C)c(=O)n(C)c2=O)CC1,3,10%,-7%,7,3%,-1%,12%,i,10%,
O=C(NCCc1ccc(Cl)cc1)C1CCN(S(=O)(=O)N2CCCCC2)CC1,0,-7%,0%,20,-3%,1%,3%,i,-2%,
Cc1onc(-c2c(F)cccc2Cl)c1C(=O)OCn1nnc2ccccc2c1=O,6,·,·,0,·,0%,14%,i,·,

# Going on with the list.
SMILES,Spn MK inh,HPDE-C7 viability,Bfl-1 inhibitors,PMK inhibit,HPDE-C7K KRASV12,HT1080 viability,LYP phosphatase,Spn DPM-DC inh,TNAP inhibition,others
Cc1ccc(C(C(=O)NCc2ccco2)N(Cc2ccco2)C(=O)CNC(=O)c2ccco2)cc1 (stereo not drawn),3,-2%,-8%,11,5%,-14%,8%,i,6%,
CCCSc1nc(N)cc(=O)[nH]1,0,-1%,2%,17,6%,31%,4%,i,3%,
Nc1nonc1C(=O)NCCNCc1cc(Br)ccc1OCc1ccc(F)cc1,14,43%,-16%,13,54%*,22%,·,i,9%,
CC(=O)NC1CC2CCCC(C1)N2CC(=O)NCc1ccc(F)cc1 (stereo not drawn),7,3%,-11%,9,2%,-3%,14%,i,13%,
CCCS(=O)(=O)N1CCN(C(=O)c2cc(OC)cc(OC)c2)CC1,5,9%,12%,4,12%,3%,-10%,i,12%,
Cc1ccnc(SCC(=O)Nc2oc(-c3ccccc3)c(-c3ccccc3)c2C#N)n1,8,24%,-2%,1,29%,·,6%,i,9%,
O=C(O)c1cccn1Cc1ccccc1F,0,-5%,-4%,17,6%,-1%,4%,i,8%,
Cc1ccccc1C(=O)NCc1ccncc1,11,4%,-5%,8,-11%,1%,-2%,i,25%,
COc1ccc(CN(CCN(C)C)Cc2ccccc2)c(OC)c1,10,-8%,2%,10,-1%,4%,·,i,15%,
Cc1cc(NC(=O)c2ccc3nc(C)sc3c2)no1,0,-14%,4%,0,-15%,-9%,·,i,5%,
Clc1ccccc1-c1nnc2sc(CCc3ccccc3)nn12,8,-11%,-1%,8,-17%,0%,-5%,i,7%,
CCN1CCN(c2ncnc3c2sc(=S)n3-c2ccccc2)CC1,1,0%,-1%,6,2%,·,0%,i,4%,
Cn1nnnc1SCC(=O)NC(=O)Cc1ccccc1,1,-8%,14%,1,-9%,-6%,·,i,5%,
COc1ccc(NS(=O)(=O)c2c(C)[nH]c(=O)[nH]c2=O)c(OC)c1,0,-6%,-2%,11,-10%,14%,-1%,i,7%,PMK inhibit pilot replicates=0.0;Spn MK inh pilot replicates=0.0;Spn DPM-DC inh pilot screen %=0.0
Cn1c2ccccc2c2nnc(SCc3ccc4nonc4c3)nc21,0,·,-5%,5,·,9%,9%,i,8%,
N#Cc1c(N)nc(SCC(=O)NC2CCCCC2)c(C#N)c1-c1ccc(Cl)cc1,14,-5%,-2%,8,-5%,9%,·,i,7%,
Cc1ccc(-c2cc(C(F)(F)F)n3ncc(C(=O)NCc4ccco4)c3n2)cc1,8,-12%,-2%,9,-13%,0%,1%,+,12%,
CCOc1ccc(CCNC(=O)C2CCN(c3nnc(-n4cccc4)s3)CC2)cc1OCC,3,3%,-8%,13,5%,-2%,6%,i,3%,
COC(=O)C1CCN(C(=O)C2CCCCC2)CC1,3,-10%,1%,6,-19%,-1%,13%,i,12%,
CCOc1ccc(-n2cc(C(=O)N3CCN(C)CC3)c3cc(OC)c(OC)cc3c2=O)cc1,13,-7%,-4%,18,0%,3%,-17%,i,13%,PMK inhibit pilot replicates=0.0;Spn MK inh pilot replicates=1.5;Spn DPM-DC inh pilot screen %=0.0

# Overlap with the part before: 5 entries; new compounds follow.
SMILES,Spn MK inh,HPDE-C7 viability,Bfl-1 inhibitors,PMK inhibit,HPDE-C7K KRASV12,HT1080 viability,LYP phosphatase,Spn DPM-DC inh,TNAP inhibition,others
N#Cc1c(N)nc(SCC(=O)NC2CCCCC2)c(C#N)c1-c1ccc(Cl)cc1,14,-5%,-2%,8,-5%,9%,·,i,7%,
Cc1ccc(-c2cc(C(F)(F)F)n3ncc(C(=O)NCc4ccco4)c3n2)cc1,8,-12%,-2%,9,-13%,0%,1%,+,12%,
CCOc1ccc(CCNC(=O)C2CCN(c3nnc(-n4cccc4)s3)CC2)cc1OCC,3,3%,-8%,13,5%,-2%,6%,i,3%,
COC(=O)C1CCN(C(=O)C2CCCCC2)CC1,3,-10%,1%,6,-19%,-1%,13%,i,12%,
CCOc1ccc(-n2cc(C(=O)N3CCN(C)CC3)c3cc(OC)c(OC)cc3c2=O)cc1,13,-7%,-4%,18,0%,3%,-17%,i,13%,PMK inhibit pilot replicates=0.0;Spn MK inh pilot replicates=1.5;Spn DPM-DC inh pilot screen %=0.0
S=c1[nH]nc(-c2ccccc2)n1Cc1ccccc1,1,4%,3%,9,-9%,-5%,·,i,20%,
CCCCCCSc1nsc(NC(C)=O)n1,9,-11%,1%,10,10%,-1%,2%,i,10%,
NC(=O)C1CCN(C(=O)C2CCN(S(=O)(=O)c3ccccc3)CC2)CC1,12,-21%,-10%,5,-18%,4%,3%,i,-1%,
Nc1c(C(=O)NC2CC2)c2nc3ccccc3nc2n1-c1ccc2c(c1)OCO2,10,16%,-3%,2,11%,22%,·,·,6%,
COc1ccc(N2CCN(C(=O)CN3C(=O)C4CC=CCC4C3=O)CC2)cc1 (stereo not drawn),0,-10%,-2%,9,0%,3%,-2%,i,13%,PMK inhibit pilot replicates=0.5;Spn MK inh pilot replicates=4.0;Spn DPM-DC inh pilot screen %=0.0
Cc1cc2c(cc1C)NC1(C(=O)Nc3ccccc31)C1=C(CC(C)(C)CC1=O)N2 (stereo not drawn),5,-2%,-4%,6,6%,3%,16%,i,6%,
CC(C)(C)NC(=O)c1cccc(NC(=O)c2ccc(NC(=O)c3ccco3)cc2)c1,11,12%,4%,6,15%,8%,-2%,i,5%,
CCn1ccnc1C(O)c1cccc(OC)c1 (stereo not drawn),0,-21%,2%,0,-21%,-3%,0%,i,8%,
COC(=O)c1ccccc1N1C(=O)C2C(C1=O)[C@H]1C=C[C@@H]2C1 (stereo partly drawn),9,-2%,-6%,0,-3%,2%,9%,i,4%,
CCC1CCC(NC2CCCCNC2=O)CC1 (stereo not drawn),2,-3%,0%,0,11%,-3%,·,i,4%,
Cc1ccc(CNC(=O)c2ccc(CN3CCOCC3)cc2)cc1,9,-8%,5%,7,-4%,1%,3%,i,2%,
CCCn1c(SCC(=O)NCCc2ccc(Cl)cc2Cl)n[nH]c1=O,10,10%,1%,0,8%,7%,4%,i,27%,
O=C(OCc1nc(-c2ccccc2)oc1COC(=O)c1ccco1)c1ccco1,6,-1%,3%,7,1%,3%,11%,i,6%,
Cc1cccn2c(=O)c(C=Nc3ccccc3)c(NCCO)nc12,5,3%,2%,11,4%,2%,-3%,i,11%,
O=C(c1cn(CC(=O)N2CCCC2)c2ccccc12)C1CCCCC1,9,2%,0%,7,-3%,-3%,-2%,i,9%,
CC12CCC(C(=O)NCCN3CCCCC3)(CC1=O)C2(C)C (stereo not drawn),8,-2%,-4%,12,7%,0%,-3%,i,0%,
COc1ccccc1S(=O)(=O)Cc1ccc(C(=O)NCCN2CCCC2)o1,4,-4%,-2%,12,7%,1%,4%,i,4%,
COc1ccccc1CC(NC(C)=O)C(=O)NC1CCN(c2nnnn2-c2ccccc2)CC1 (stereo not drawn),9,-3%,0%,3,5%,19%,12%,i,16%,PMK inhibit pilot replicates=0.5;Spn MK inh pilot replicates=0.0;Spn DPM-DC inh pilot screen %=0.0
CCOC(=O)c1cnc(SCC(=O)Nc2sc(C)c(C)c2C#N)nc1N,8,0%,-1%,20,-2%,-21%,·,i,12%,
CC(N=C1NS(=O)(=O)c2ccccc21)c1ccccc1 (stereo not drawn),11,-20%,1%,19,-28%,-11%,15%,i,2%,
COc1ccc(CCNC(=O)C2CCN(S(=O)(=O)c3cccc4nsnc34)CC2)cc1OC,6,-3%,-1%,16,-6%,1%,·,i,5%,

# Among those listed so far, two have a CF3 group.
SMILES,Spn MK inh,HPDE-C7 viability,Bfl-1 inhibitors,PMK inhibit,HPDE-C7K KRASV12,HT1080 viability,LYP phosphatase,Spn DPM-DC inh,TNAP inhibition,others
Cc1nnc(NC(=O)C2CCCN(S(=O)(=O)c3ccccc3C(F)(F)F)C2)s1 (stereo not drawn),5,-8%,-4%,6,-2%,1%,10%,i,5%,
Cc1ccc(-c2cc(C(F)(F)F)n3ncc(C(=O)NCc4ccco4)c3n2)cc1,8,-12%,-2%,9,-13%,0%,1%,+,12%,

# High-throughput results: PubChem, several laboratories
